# Screening results from PubChem.
# NLRP3 yeast inh = inhibitors of NALP3 inflammasome in yeast; Yeast reconstituted NLRP3/ASC/caspase-1, beta-gal luminescence, 24 h; inhibition, % at 10 µM; hit rate 0.39% among 330,000;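 active means inhibition of 50% or more; inactive means inhibition below 50%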;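 further: plate controls were induced DMSO wells for no effect and uninduced yeast grown without galactose for full effect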
# SENP8 block-1 = inhibitors of human SENP8 protease | inhibition, % at 20 µM | hit rate 0.64% among 360,000 | Q96LD8 | AID 602440 | recombinant SENP8, Nedd8 substrate fluorescence; in the data active means inhibition mostly above about 40%, no sharp cut-off; inactive means mostly below about 27%
# SENP7 inh = inhibitors of human SENP7 protease; Q9BQF6; recombinant SENP7, Z-RLRGG-aminoluciferin luminescence, 40 min; inhibition, % at 5 µM; hit rate 1.5% among 330,000; AID 434973;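 active means inhibition above about 50% at the single test dose, limit read from the data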;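 further: plate controls were DMSO with enzyme for no effect and no enzyme buffer wells for full effect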
# Target sequence (Q9BQF6 706-1050 limits assumed): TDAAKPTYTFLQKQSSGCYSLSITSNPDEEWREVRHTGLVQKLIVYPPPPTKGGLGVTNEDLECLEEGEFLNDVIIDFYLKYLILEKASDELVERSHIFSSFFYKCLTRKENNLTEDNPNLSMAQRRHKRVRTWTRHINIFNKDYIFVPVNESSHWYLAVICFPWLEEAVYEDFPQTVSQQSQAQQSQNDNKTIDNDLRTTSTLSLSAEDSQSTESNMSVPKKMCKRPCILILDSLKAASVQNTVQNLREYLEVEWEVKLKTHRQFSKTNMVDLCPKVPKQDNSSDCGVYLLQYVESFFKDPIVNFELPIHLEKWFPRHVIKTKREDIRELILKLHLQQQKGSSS
# SENP8 block-2 = SENP8 protease inhibition | Q96LD8 | purified SENP8, Z-RLRGG-aminoluciferin cleavage, luminescence | inhibition, % at 10 µM | hit rate 1.2% among 330,000 | AID 2540; in the data active means inhibition above about 50%
# SENP6 inh = inhibitors of human SENP6 protease; Q9GZR1; Recombinant SENP6 catalytic domain, aminoluciferin luminescence; inhibition, % at 10 µM; hit rate 1.8% among 330,000;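 active means inhibition above about 50% at the single tested dose, limit read from the data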;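 further: plate controls were DMSO wells with enzyme for no effect and DMSO wells lacking enzyme for full effect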
# Target sequence (Q9GZR1 628-1112 limits assumed): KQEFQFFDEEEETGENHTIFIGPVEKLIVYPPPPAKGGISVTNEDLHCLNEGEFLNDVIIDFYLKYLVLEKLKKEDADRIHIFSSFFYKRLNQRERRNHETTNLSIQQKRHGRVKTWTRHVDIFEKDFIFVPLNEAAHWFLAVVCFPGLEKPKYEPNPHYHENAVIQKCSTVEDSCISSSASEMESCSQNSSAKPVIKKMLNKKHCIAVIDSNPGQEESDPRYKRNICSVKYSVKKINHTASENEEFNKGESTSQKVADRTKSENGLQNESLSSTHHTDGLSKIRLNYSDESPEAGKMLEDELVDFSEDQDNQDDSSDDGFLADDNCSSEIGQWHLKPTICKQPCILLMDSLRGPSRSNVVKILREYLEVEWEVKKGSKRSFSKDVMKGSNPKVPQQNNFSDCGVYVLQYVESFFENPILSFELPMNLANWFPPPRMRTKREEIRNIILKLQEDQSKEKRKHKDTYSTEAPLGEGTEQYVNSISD
# SENP1 FRET inh = inhibitors of human SENP1 SUMO protease catalytic domain. inhibition, % at 10 µM. hit rate 0.21% among 360,000. Q9P0U3. recombinant SENP1 catalytic domain, CyPet-SUMO1-YPet FRET cleavage;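 active means inhibition at least 30% at 10 µM, raw YFP signal under a set limit, fluorescence ratio 0.5 to 1.5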;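 further: 0% = enzyme with DMSO and 100% = no enzyme wells; some results filed as inactive read as strong as hits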
# Target sequence (Q9P0U3 419-644 limits assumed): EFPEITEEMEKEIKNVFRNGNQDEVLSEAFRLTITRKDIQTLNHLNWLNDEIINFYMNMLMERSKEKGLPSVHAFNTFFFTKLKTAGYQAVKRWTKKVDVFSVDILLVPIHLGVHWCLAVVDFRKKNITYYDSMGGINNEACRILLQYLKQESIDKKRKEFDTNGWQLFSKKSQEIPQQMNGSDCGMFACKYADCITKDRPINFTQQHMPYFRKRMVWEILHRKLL
#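 Assay system – human recombinant His6-tagged SENP1 catalytic domain enzyme · Input – SENP1 enzyme, 20 pM final · Buffer or medium – Tris pH 8 buffer plus EDTA, NaCl, BME, BSA, NP40, catalase · Schedule – 50 min reaction at room temperature · Technique – FRET read of cyan and yellow fluorescence · Control set – no-enzyme wells low, DMSO-plus-enzyme wells high control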
# HKDC1 inhibitor = HKDC1 (human) hexokinase inhibition; hit rate 0.16% among 340,000; inhibition, % at 20 µM; Q2TB90; recombinant HKDC1, G6PDH/diaphorase resazurin coupled fluorescence;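 active means inhibition above about 35% when tested at 20 µM, limit read from the data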;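 further: plate controls were DMSO wells with enzyme for no effect and DMSO wells lacking enzyme for full effect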
#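 test system = in-house recombinant HK5 (HKDC1) enzyme | amount = HKDC1 at 5 µg/mL | control set = DMSO-enzyme wells negative, buffer-substituted wells positive | compound = one dose of 20 µM, 1% DMSO | schedule = reaction time 90 min, room temperature, protected from light | technique = resorufin fluorescence at 613 nm | reagent = glucose with 1 mM ATP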
# Apaf-1 inh = blocks human Apaf-1 apoptosome activity. O14727. reconstituted apoptosome caspase-3 activity, DEVD-Rh110 fluorescence. inhibition, % at 20 µM. hit rate 0.71% among 330,000; active means inhibition of at least 40% at 20 µM;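 further: plate controls were DMSO wells for no effect and DEVD-CHO caspase inhibitor wells for full effect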
#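 detection = Rh110 fluorescence intensity | test system = biochemical Apaf-1 apoptosome reconstitution | also added = cytochrome c and DEVD-Rh110 substrate | schedule = 30 min plus 50 min, RT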
# PfG6PD inh = PfG6PD (Plasmodium falciparum) enzyme inhibition | PfGluPho enzyme, NADPH resazurin-diaphorase fluorescence | inhibition, % at 20 µM | hit rate 0.78% among 350,000;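 active means inhibition reaching at least a set limit at 20 µM in the primary screen, cut at about 59% in these data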;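 further: 0% = DMSO wells with substrate and 100% = DMSO wells lacking glucose-6-phosphate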
# Active calls of the source: *; . = no result given.
mol	NLRP3 yeast inh	SENP8 block-1	SENP7 inh	SENP8 block-2	SENP6 inh	SENP1 FRET inh	HKDC1 inhibitor	Apaf-1 inh	PfG6PD inh
COc1ccc(CCNC(=O)CSc2nc(=O)n3cc(C)ccc3n2)cc1OC	18	62*	4	3	-9	1	-3	6	-9
COCCNC(=O)C(c1ccc(OC)cc1)N(C(=O)Cn1nnc2ccccc21)c1cccnc1 (stereo not given)	10	-1	-2	-10	-9	0	-10	-7	11
Cn1ccnc1SCC(=O)NC12CC3CC(CC(C3)C1)C2	-11	16	-13	-2	-10	-2	-14	-22	-7
O=C(O)c1cc(=O)cc(C(=O)O)[nH]1	-6	2	-5	-3	-2	2	-10	-1	-13
COc1cc(/C=N/n2cnnc2)ccc1OCc1ccc(C)cc1	36	-65	-5	-8	-10	-1	-8	13	0
COc1ccc(NC(=O)CN2CCN(c3nc(-c4ccc(F)cc4)cs3)CC2)c(OC)c1	12	-7	7	-4	-6	-2	9	5	19
O=C(Cc1ccc(-c2ccccc2)cc1)Nc1ccccc1	34	0	13	-3	-13	-14	-2	10	2
CCOC(=O)CN(C(=O)c1snc(C(N)=O)c1N)C(C(=O)NCCC(C)C)c1ccc(F)cc1 (stereo not given)	15	-183	7	1	-8	-3	1	-6	-8
COc1nccc(NCc2ccccc2)c1C#N	-8	15	4	1	-2	1	-3	-17	-3
Cn1ncc(Cl)c1C(=O)NC1CCCC1	-8	6	-12	-1	-15	2	-7	-2	-3
O=C(Nc1nc2ccccc2n1CCOc1ccccc1)c1ccco1	29	-158	-5	-11	-15	0	-4	21	27
Cc1cccc(C(=O)OCC(=O)N(C)c2ccccc2)c1C	22	6	0	6	-19	2	-5	10	-11
O=C(COc1ccc(S(=O)(=O)NC2CCCCC2)cc1Cl)N1CCN(c2ccccc2)CC1	4	13	-2	-1	-20	1	7	27	35
O=C(Cn1nc(C(=O)O)c2ccccc2c1=O)Nc1cc(S(=O)(=O)N2CCCCC2)ccc1Cl	21	9	8	8	4	0	-4	7	-5
CCN(Cc1nc2cc(Cl)ccc2c(=O)[nH]1)C(=O)c1ccc(C)c(NC(=O)c2ccco2)c1	6	-5	-2	2	-4	-6	1	11	8
CC(C)C(=O)Nc1c(-c2ccc(Cl)cc2)c(=O)c2ccccc2n1C	9	-37	3	-4	-5	2	-2	0	-9
N/C(CSc1ncccc1C(F)(F)F)=N\O	-17	22	1	-3	-33	2	0	-2	-10
COc1ccc(CCn2c(=N)c(C(=O)NCc3ccco3)cc3c(=O)n4cccc(C)c4nc32)cc1	2	-334	3	-3	-20	-25	-10	12	9
COC(=O)c1ccc(NC(=O)COC(=O)c2cccc3c(=O)c(C)c(-c4ccccc4)oc23)cc1	12	3	-12	-6	8	0	3	7	7
O=C(O)c1ccc(N/N=C/c2ccc(C(F)(F)F)cc2)cc1	11	-76	98*	96*	101*	-8	7	12	6
COc1ccc(/C=C(/CC(=O)Nc2ccccc2)c2nc3ccccc3s2)cc1	10	-190	-2	-1	-6	-25	-4	6	0
Cc1ccc(CNC(=O)CCC(=O)N2CC(C)Sc3ccccc32)cc1 (stereo not given)	2	6	-10	-16	-6	0	-5	6	7
COc1ccc(C(=O)CC(CC(=O)c2ccc(OC)cc2)C(=O)O)cc1	0	-2	0	1	5	3	0	-6	-22
CCCCC(CC)C(=O)NCCCN1CCN(CCCNC(=O)C(CC)CCCC)CC1 (stereo not given)	22	24	10	0	-17	-2	-4	4	-5
CCOc1ccc(C(CCc2ccccc2)NC(=O)c2ccccc2)cc1OCC (stereo not given)	-12	16	-1	-1	-6	0	6	7	-3
Cc1cc(C)c(S(=O)(=O)N(CC(=O)O)CC(=O)O)c(C)c1	12	10	-9	-14	0	2	-5	11	7
Cc1ccc(S(=O)(=O)/N=S(/C)c2ccccc2)cc1 (stereo not given)	13	15	0	1	7	-2	3	-14	-10
C=CCn1c(Br)nc2c1c(=O)[nH]c(=O)n2C	15	5	4	6	4	2	2	0	4
Cc1ccc(OCC(=O)Nc2ccc(S(=O)(=O)Nc3cc(C)nc(C)n3)cc2)c(C)c1	5	11	-4	6	-3	1	1	4	-17
COc1ccc(-c2cc(C(=O)Nc3cccnc3)c3ccccc3n2)cc1OC	6	-404	-1	3	-2	-4	4	-3	2

# Fetched one by one from the entries so far (3):
mol	NLRP3 yeast inh	SENP8 block-1	SENP7 inh	SENP8 block-2	SENP6 inh	SENP1 FRET inh	HKDC1 inhibitor	Apaf-1 inh	PfG6PD inh
Cc1ccc(S(=O)(=O)/N=S(/C)c2ccccc2)cc1 (stereo not given)	13	15	0	1	7	-2	3	-14	-10
COc1ccc(CCn2c(=N)c(C(=O)NCc3ccco3)cc3c(=O)n4cccc(C)c4nc32)cc1	2	-334	3	-3	-20	-25	-10	12	9
Cc1ccc(OCC(=O)Nc2ccc(S(=O)(=O)Nc3cc(C)nc(C)n3)cc2)c(C)c1	5	11	-4	6	-3	1	1	4	-17

# (next part)
mol	NLRP3 yeast inh	SENP8 block-1	SENP7 inh	SENP8 block-2	SENP6 inh	SENP1 FRET inh	HKDC1 inhibitor	Apaf-1 inh	PfG6PD inh
Cc1ccc(S(=O)(=O)N2CCC(C(=O)Nc3ccccc3N3CCCC3)CC2)cc1	18	17	2	-4	6	1	-4	20	-6
COc1ccc(OC)c(NC(=O)c2c(NC(=O)CCC(=O)O)sc3c2CCCCC3)c1	-2	-32	-4	-6	3	-37	-5	19	38
Cc1ccc(C(=O)N2CCN(c3ccc(F)cc3)CC2)cc1S(=O)(=O)N1CCCCC1	-5	12	-15	8	17	3	-2	21	-3
CN(C)/C=C/C(=O)c1ccccc1	-2	12	2	0	-2	-8	-1	-12	-15
Cc1ccc(C(=O)Cn2nnc3c(sc4nc5c(c(-c6ccccc6)c43)CCC5)c2=O)cc1	11	-7	-1	0	-12	1	-3	15	-13
O=C(COC(=O)/C=C/c1ccc(C(F)(F)F)cc1)NCC1CCCCC1	17	10	-3	4	-1	1	3	-2	-11
CCN(CC)S(=O)(=O)c1ccc2[nH]c(=O)cc(C(=O)Nc3ccc(C)cc3)c2c1	5	-6	5	-5	-8	-2	3	9	-4
CCOC(=O)CN(C(=O)COc1nc(C)cc(C)c1C#N)c1ccc(F)cc1	19	6	-2	0	-11	-1	-3	0	9
CCC(CC)c1nnc(NC(=O)c2c(-c3ccccc3)noc2C)s1	5	2	-9	2	-4	3	-2	4	14
O=C(/C=C/Nc1ccc(S(=O)(=O)Nc2ncccn2)cc1)c1cccs1	1	-453	5	-3	5	-34	-6	-10	-9
Cc1nc(NC(=O)CSc2nc3ccccc3s2)sc1C(=O)N(C)C	12	-10	11	-12	-13	-3	-3	6	-5
Cc1ccc(-c2cc(C(=O)NCc3ccc4c(c3)OCO4)no2)cc1	19	-9	6	0	-43	1	-9	10	0
CNS(=O)(=O)c1cccc(C(=O)OCC(=O)c2c(N)n(C)c(=O)n(C)c2=O)c1	8	20	9	0	24	1	-8	3	2
CCNC(=S)Nc1ccc(Cl)c([N+](=O)[O-])c1	-6	9	-7	-6	-16	1	1	14	-12
COc1ccc(C2=C(c3ccc([N+](=O)[O-])cc3)C(=O)OC2)cc1	-2	10	0	-1	21	2	-7	-5	-1
CC(NC(=O)CCNC(=O)c1ccccc1Cl)C1CC2CCC1C2 (stereo not given)	5	21	1	5	-11	-2	-2	-7	-12
O=S(=O)(c1ccccc1)c1cnn2c(C(F)(F)F)cc(-c3ccccc3)nc12	1	-279	12	7	16	-30	-2	-3	-7
FC(F)(F)c1ccc(C2[C@H]3CN(Cc4ccc(-c5ccccc5)cc4)[C@H](c4ccccc4)C34CC2(c2ccccc2)C4)cc1 (stereo not given in full)	26	.	-5	-5	-1	.	-3	30	10
O=Cc1ccccc1OCc1ccc2c(c1)OCO2	-8	13	92*	91*	97*	1	-3	10	-6
Cc1cc2ccccc2n2c(SCC(=O)NCC3CCCO3)nnc12 (stereo not given)	6	.	-3	0	-2	.	.	-6	.
CCOC(=O)C1CCCN(C(=O)c2ccc3oc(Cc4ccccc4)nc3c2)C1 (stereo not given)	23	23	-2	6	-4	-1	-3	11	-8
CCOCCCn1c(=S)[nH]c2cc(C(=O)NCCc3ccccc3)ccc2c1=O	13	-14	5	-4	-4	2	-3	-6	-1
O=C(Cn1cccn1)N1CCCC(Nc2ccc(F)c(F)c2)C1 (stereo not given)	12	12	6	5	8	3	0	11	-11
Cc1[nH]c2ccccc2c1C(=O)COC(=O)C1CC(=O)N(Cc2ccccc2)C1 (stereo not given)	-14	9	-7	-12	-22	0	-10	14	-19
COc1ccc(OCC(O)CN(C)C(=O)/C=C/c2cccc([N+](=O)[O-])c2)cc1 (stereo not given)	-8	10	-7	-7	3	5	0	-19	-5
COc1ccc(N2CCN(C(=S)Nc3ccc(C)cc3)CC2)cc1	30	19	8	-1	-10	2	-3	1	16
CCSc1nnc(NC(=O)CN2C(=O)N(C)C3(CCCCC3)C2=O)s1	25	2	-2	-6	-19	3	1	0	-9
COc1cccc(NC(=O)CN(C)C(=O)CSC(=S)N2CCCC2)c1	-3	4	9	-13	-4	0	-5	3	2
CC(=O)Cc1nsc(NC(=O)c2cc(-c3ccccc3Cl)oc2C)n1	26	0	6	2	6	-3	-3	14	5
CCOC(=O)C1CCCN(CCC(=O)Nc2cccc(Cl)c2C)C1 (stereo not given)	25	10	0	-10	-8	-1	-4	4	10
CCOc1ccc(NC(=O)Nc2ccccc2C(N)=O)cc1	-7	11	100*	91*	98*	3	-1	-2	-13
CCOC(=O)[C@H]1[C@H]2COc3ccc(OC)cc3[C@@H]2N2C(=O)CN(CCc3c[nH]c4ccccc34)C(=O)[C@@]12C	-1	-21	2	10	-2	-11	6	8	13
COc1ccc(-c2cc(C(=O)Nc3ccc(O)cc3)c3ccccc3n2)cc1OC	11	-74	-2	-6	-8	1	1	-17	10
COC(=O)C(Nc1nccs1)(OC)C(F)(F)F (stereo not given)	-6	32	2	-2	3	10	-4	2	-3
CSc1oc(-c2ccco2)nc1S(=O)(=O)c1ccc(F)cc1	1	-24	-7	-7	-27	-5	-4	14	24
CCC1CCCCN1C1Sc2ccc(C(=O)OC)cc2NC1=O (stereo not given)	0	6	5	7	1	5	8	4	34
COc1ccc(NC(=O)C2CCCN(S(C)(=O)=O)C2)cc1OC (stereo not given)	2	8	-9	-4	-12	0	-5	-8	7
O=c1[nH]c(/C(=N\O)c2ccccc2)no1	7	21	-5	-16	-19	-2	-5	-11	-12
COc1ccccc1-n1cc(-c2ccccc2)[nH]c1=S	5	-3	-4	-4	8	2	0	4	45
COc1ccc(NC(=O)CSc2nnc(C3CCCCC3)o2)c(OC)c1	16	34	6	7	-1	1	3	5	27
CCN(CC)S(=O)(=O)c1cccc(-c2nnc(SC(C)C#N)n2Cc2ccccc2)c1 (stereo not given)	10	10	5	3	-6	2	-13	-12	5
CONc1nc2nonc2nc1NOC	-4	4	-6	-10	8	0	-5	-15	-8
